Arr AP2 block = inhibitors of human beta-arrestin and AP2 interaction | inhibition, % at 10 µM | FITC-arrestin peptide / GST-AP2 beads, flow cytometry; AP2 beta2 appendage carries R879A mutation | AID 504490 | 0.31% of 340,000 active;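 active = inhibition above a set limit, near 3 SD of compounds lacking own fluorescence, cut at about 54% in these data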;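 also: plate controls were DMSO wells for no effect and 5 µM unlabelled arrestin peptide for full effect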
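System: GST-AP2 R879A glutathione beads | Also added: FITC-arrestin peptide, 50 nM | Times: 12 min plus 1 h, RT | Signal: Bead flow cytometry, FITC channel | Buffer or medium: PBS with 0.05% Tween 20 and 0.1% BSA | Read-out basis: Percent drop in bead-associated FITC signal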
SR-BI DiI-HDL act = SR-BI HDL lipid transfer activation | CHO ldlA[mSR-BI] cells, DiI-HDL uptake fluorescence, 3 h; 100 = double the neutral-control signal | activation, % at 12.5 µM | 0.096% of 320,000 active;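 active = mean replicate activation of at least 60% and every replicate at or above 60%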;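 also: 0% = median plate neutral-control signal and 100% = twice that signal; values of inactives mirror those of a sister screen read the other way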
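Material: SR-BI-overexpressing, LDLR-lacking CHO cells | Dosing: Single compound concentration, delivered by pin transfer | Probe or stimulus: Labelled HDL, 10 µg/mL | Signal: Bottom-read cell fluorescence after medium removal, ex 550/em 595 nm | Schedule: 3 h, 37 °C | Evaluation: HDL uptake via cellular fluorescence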
LANA DNA inh = KSHV C-LANA DNA binding inhibition; inhibition, % at 9 µM; AID 504423; 0.078% of 340,000 active; MBP-C-LANA/FAM-LBS DNA binding, fluorescence polarization;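 active = highest replicate inhibition at or above 60% at 9 µM, even if other replicates fall short; inactive = all replicates below 60% inhibition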;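 also: 0% = neutral control wells and 100% = 4 µM acridine orange control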
PKA-R2B activ = activators of human PKA-R2B complex | activation, % at 11.4 µM | PKA-R2B holoenzyme dissociation, Cy5-IP20 fluorescence polarization; R2B truncated from residue 108, S112A mutant; 0% DMSO only, 100% 113 µM cGMP | 0.079% of 340,000 active | AID 504700 | P22694+P31323;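 active = activation above a cutoff set at the mean over all compounds plus 3 SD, cut at about 18% in these data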;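 also: higher means more holoenzyme dissociation and a rise in polarization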
Keap1-Nrf2 PPI = Keap1-Nrf2 (human) interaction inhibition. inhibition, % at 9.4 µM. AID 504523. 0.15% of 340,000 active. Keap1 Kelch-Nrf2 peptide fluorescence polarization, 1536-well. Q14145; in the data active = inhibition above about 12%;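 also: human Keap1 Kelch domain with fluorescein labeled Nrf2 9mer peptide probe; 0% = neutral control wells and 100% = peptide positive control; higher means more block of Keap1 binding to Nrf2 peptide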
Target sequence (Q14145 whole entry, looked up, the tested form may be a part): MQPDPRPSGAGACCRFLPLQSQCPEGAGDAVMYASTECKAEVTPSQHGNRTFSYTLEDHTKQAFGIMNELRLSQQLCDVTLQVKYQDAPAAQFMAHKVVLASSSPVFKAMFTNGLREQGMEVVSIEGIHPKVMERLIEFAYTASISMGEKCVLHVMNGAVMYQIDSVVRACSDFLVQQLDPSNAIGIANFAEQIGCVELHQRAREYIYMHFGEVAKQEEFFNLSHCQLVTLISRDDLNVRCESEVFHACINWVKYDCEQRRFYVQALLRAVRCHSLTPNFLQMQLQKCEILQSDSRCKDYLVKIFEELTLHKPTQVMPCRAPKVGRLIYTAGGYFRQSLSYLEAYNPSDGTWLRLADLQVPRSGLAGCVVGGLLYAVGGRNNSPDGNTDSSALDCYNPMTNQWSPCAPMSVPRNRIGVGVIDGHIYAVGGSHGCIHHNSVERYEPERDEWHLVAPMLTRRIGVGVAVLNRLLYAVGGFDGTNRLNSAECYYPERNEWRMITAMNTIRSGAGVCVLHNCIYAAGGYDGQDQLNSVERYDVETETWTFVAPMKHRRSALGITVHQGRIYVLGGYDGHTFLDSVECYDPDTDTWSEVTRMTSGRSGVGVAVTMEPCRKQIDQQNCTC
PvdQ inh = P. aeruginosa PvdQ acylase inhibition. AID 488965. purified PvdQ acylase, fluorescence plate reader. inhibition, % at 10 µM. 0.063% of 340,000 active; in the data active = inhibition above about 30%, passing the limit was not always enough;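 also: 0% = vehicle neutral wells and 100% = reference inhibitor wells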
Cardiac RTF inh = cardiac RTF calcium desensitization. 0.12% of 340,000 active. IANBD-labeled cardiac RTF, Ca2+ fluorescence. AID 493244. P19429+P45379. inhibition, % at 7.15 µM;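 active = inhibition above the mean inhibition of all tested compounds plus 3 SD, cut at about 17% in these data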;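 also: assay run at fixed EC70 calcium of 1.6 mM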
NSD2 inh = NSD2 (human) methyltransferase inhibition. O96028. inhibition, % at 12.5 µM. NSD2 peptide methylation, AlphaScreen, 120 min. 0.54% of 310,000 active; in the data active = inhibition above about 50%
DAGLB inhibitor = blocks human DAGLB lipase activity. Q8NCG7. HEK293T DAGLB membrane lysate, EnzChek fluorogenic substrate. inhibition, % at 5.17 µM. 0.059% of 340,000 active; in the data active = inhibition above about 34%;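 also: 0% = enzyme with vehicle and 100% = wells lacking enzyme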
SR-BI HDL uptake = inhibitors of mouse SR-BI mediated HDL lipid uptake; Q61009; ldlA[mSR-BI] CHO cells, DiI-HDL uptake fluorescence, 3 h; inhibition, % at 12.5 µM; 0.96% of 320,000 active; AID 488896;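 active = mean replicate inhibition of at least 70% and a set share of replicates each scoring 70 or more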;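 also: 0% = median of neutral control wells and 100% = median of positive control wells; values of inactives mirror those of a sister screen read the other way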
Target sequence (Q61009 whole entry, looked up): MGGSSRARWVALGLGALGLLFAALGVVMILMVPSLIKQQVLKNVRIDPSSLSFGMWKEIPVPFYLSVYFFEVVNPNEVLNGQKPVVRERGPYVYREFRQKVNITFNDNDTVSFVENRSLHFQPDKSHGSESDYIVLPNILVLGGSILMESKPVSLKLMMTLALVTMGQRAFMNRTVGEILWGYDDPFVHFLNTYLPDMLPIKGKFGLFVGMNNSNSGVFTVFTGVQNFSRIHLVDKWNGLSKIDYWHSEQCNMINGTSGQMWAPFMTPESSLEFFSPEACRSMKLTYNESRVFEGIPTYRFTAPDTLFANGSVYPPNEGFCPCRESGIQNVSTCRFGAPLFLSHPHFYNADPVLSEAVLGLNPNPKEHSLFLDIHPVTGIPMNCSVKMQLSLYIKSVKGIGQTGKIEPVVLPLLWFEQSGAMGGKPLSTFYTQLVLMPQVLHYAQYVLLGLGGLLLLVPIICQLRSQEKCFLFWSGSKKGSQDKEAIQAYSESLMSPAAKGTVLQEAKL
* marks the source's active call; other numbers are inactive results.

A first look (2 entries):
How did O=C(Cc1ccccc1)Oc1ccccc1N1C(=O)CCC1=O do in these assays?
Arr AP2 block: 17; SR-BI DiI-HDL act: 24; LANA DNA inh: -0.4; PKA-R2B activ: -1; Keap1-Nrf2 PPI: 1; PvdQ inh: -5; Cardiac RTF inh: 1; NSD2 inh: 3; DAGLB inhibitor: -4; SR-BI HDL uptake: -24

Results for COC(=O)C1C2c3ccccc3C(c3ccccc32)C1(C)C(=O)OC (stereo unspecified) ?
Arr AP2 block: -4; SR-BI DiI-HDL act: 26; LANA DNA inh: -1.5; PKA-R2B activ: -6; Keap1-Nrf2 PPI: 3; PvdQ inh: 8; Cardiac RTF inh: -6; NSD2 inh: 2; DAGLB inhibitor: -3; SR-BI HDL uptake: -26

All compounds of this part (from the top)
How did O=C(Cc1ccccc1)Oc1ccccc1N1C(=O)CCC1=O do in these assays?
Arr AP2 block: 17; SR-BI DiI-HDL act: 24; LANA DNA inh: -0.4; PKA-R2B activ: -1; Keap1-Nrf2 PPI: 1; PvdQ inh: -5; Cardiac RTF inh: 1; NSD2 inh: 3; DAGLB inhibitor: -4; SR-BI HDL uptake: -24

Results for COC(=O)C1C2c3ccccc3C(c3ccccc32)C1(C)C(=O)OC (stereo unspecified) ?
Arr AP2 block: -4; SR-BI DiI-HDL act: 26; LANA DNA inh: -1.5; PKA-R2B activ: -6; Keap1-Nrf2 PPI: 3; PvdQ inh: 8; Cardiac RTF inh: -6; NSD2 inh: 2; DAGLB inhibitor: -3; SR-BI HDL uptake: -26

What do the screens show for `O=C1CN=C(c2ccc[nH]2)c2cc(Cl)ccc2N1`?
Arr AP2 block: 5; SR-BI DiI-HDL act: -11; LANA DNA inh: -1.1; PKA-R2B activ: 5; Keap1-Nrf2 PPI: -6; PvdQ inh: -14; Cardiac RTF inh: -10; NSD2 inh: 0; DAGLB inhibitor: 3; SR-BI HDL uptake: 11

How did Cc1ccc(N2C(=O)NC(=O)/C(=C\c3cnc(-c4ccccc4)nc3)C2=O)cc1 do in these assays?
Arr AP2 block: 6; SR-BI DiI-HDL act: 35; LANA DNA inh: -8.3; PKA-R2B activ: 4; Keap1-Nrf2 PPI: -48; PvdQ inh: -7; Cardiac RTF inh: -6; NSD2 inh: 6; DAGLB inhibitor: 4; SR-BI HDL uptake: -35

Results for CSCCC(N=Cc1c(O)n(-c2ccc(Br)cc2)c(=O)[nH]c1=O)C(=O)OC(C)(C)C (stereo unspecified) ?
Arr AP2 block: 12; SR-BI DiI-HDL act: -43; LANA DNA inh: -0.3; PKA-R2B activ: 3; Keap1-Nrf2 PPI: -2; PvdQ inh: -11; Cardiac RTF inh: -6; NSD2 inh: 6; DAGLB inhibitor: 5; SR-BI HDL uptake: 43

Results for C[C@H]1CC2C3CC=C4C[C@@H](O)CC[C@]4(C)C3CC[C@]2(C)[C@H]1O (stereo partly specified) ?
Arr AP2 block: -21; SR-BI DiI-HDL act: 5; LANA DNA inh: -2.9; PKA-R2B activ: -8; Keap1-Nrf2 PPI: 3; PvdQ inh: -15; Cardiac RTF inh: 1; NSD2 inh: 1; DAGLB inhibitor: 1; SR-BI HDL uptake: -5

What do the screens show for `CC1=Nc2ccccc2/C1=C/c1c(O)n(C)c(=O)[nH]c1=O`?
Arr AP2 block: -5; SR-BI DiI-HDL act: 2; LANA DNA inh: 0.3; PKA-R2B activ: 0; Keap1-Nrf2 PPI: 5; PvdQ inh: -10; Cardiac RTF inh: -10; NSD2 inh: 24; DAGLB inhibitor: 2; SR-BI HDL uptake: -2

What do the screens show for `COc1ccc2c(c1)c(C(=O)O)c(C)n2CC(C)C`?
Arr AP2 block: 0; SR-BI DiI-HDL act: 6; LANA DNA inh: 0.9; PKA-R2B activ: 1; Keap1-Nrf2 PPI: -6; PvdQ inh: -7; Cardiac RTF inh: -2; NSD2 inh: 0; DAGLB inhibitor: 2; SR-BI HDL uptake: -6

Results for CN(C)C1(c2nnnn2CCOC(=O)Nc2ccc(Cl)cc2)CCCCC1 ?
Arr AP2 block: -4; SR-BI DiI-HDL act: -68; LANA DNA inh: -2.2; PKA-R2B activ: -1; Keap1-Nrf2 PPI: 2; PvdQ inh: -11; Cardiac RTF inh: -2; NSD2 inh: 3; DAGLB inhibitor: -2; SR-BI HDL uptake: 68

What do the screens show for `COc1ccc(OC)c([C@@H](O)[C@H](C)NC(C)(C)C)c1`?
Arr AP2 block: 1; SR-BI DiI-HDL act: 6; LANA DNA inh: 0.2; PKA-R2B activ: -4; Keap1-Nrf2 PPI: -2; PvdQ inh: 5; Cardiac RTF inh: 1; DAGLB inhibitor: 1; SR-BI HDL uptake: 2

Results for O=C(CCNS(=O)(=O)c1ccccc1)Nc1ccc(Cl)cc1C(=O)c1ccccc1 ?
Arr AP2 block: -4; SR-BI DiI-HDL act: -14; LANA DNA inh: -0.3; PKA-R2B activ: 7; Keap1-Nrf2 PPI: 2; PvdQ inh: -15; Cardiac RTF inh: -15; NSD2 inh: 3; DAGLB inhibitor: -3; SR-BI HDL uptake: 14

How did O=c1cccc2n1CC1CC2CN(Cc2ccc3c(c2)OCO3)C1 (stereo unspecified) do in these assays?
Arr AP2 block: -8; SR-BI DiI-HDL act: 15; LANA DNA inh: 1.7; PKA-R2B activ: 3; Keap1-Nrf2 PPI: -6; PvdQ inh: -4; Cardiac RTF inh: -7; NSD2 inh: 0; DAGLB inhibitor: 1; SR-BI HDL uptake: -15

Results for CCCCn1c(O)c(/C(C)=N/NC(=O)Nc2ccccc2)c(=O)[nH]c1=O ?
Arr AP2 block: -2; SR-BI DiI-HDL act: 8; LANA DNA inh: -1.2; PKA-R2B activ: -8; Keap1-Nrf2 PPI: -1; PvdQ inh: -13; Cardiac RTF inh: -8; NSD2 inh: 1; DAGLB inhibitor: 1; SR-BI HDL uptake: -8

How did CC(=O)OC1N=C(c2ccccc2Cl)c2cc(Br)ccc2NC1=O (stereo unspecified) do in these assays?
Arr AP2 block: -3; SR-BI DiI-HDL act: 5; LANA DNA inh: 0.1; PKA-R2B activ: 14; Keap1-Nrf2 PPI: 6; PvdQ inh: -6; Cardiac RTF inh: -2; NSD2 inh: -4; DAGLB inhibitor: -2; SR-BI HDL uptake: -5

Results for CN(C)C(=O)Oc1noc2cc(Cl)ccc12 ?
Arr AP2 block: 26; SR-BI DiI-HDL act: 8; LANA DNA inh: 0.9; PKA-R2B activ: 8; Keap1-Nrf2 PPI: 1; PvdQ inh: 0; Cardiac RTF inh: 0; NSD2 inh: 1; DAGLB inhibitor: 0; SR-BI HDL uptake: -8

How did OC(C#CCN1CCOCC1)(c1ccccc1)C1CCCC1 (stereo unspecified) do in these assays?
Arr AP2 block: 10; SR-BI DiI-HDL act: 9; LANA DNA inh: -0.3; PKA-R2B activ: -9; Keap1-Nrf2 PPI: -5; PvdQ inh: 3; Cardiac RTF inh: 5; NSD2 inh: 0; DAGLB inhibitor: 5; SR-BI HDL uptake: -9

Results for O=C(N/N=C/c1c(O)n(Cc2ccc(F)cc2)c(=O)[nH]c1=O)c1ccccc1 ?
Arr AP2 block: -8; SR-BI DiI-HDL act: -75; LANA DNA inh: -1.9; PKA-R2B activ: -2; Keap1-Nrf2 PPI: -3; PvdQ inh: -16; Cardiac RTF inh: -4; NSD2 inh: -1; DAGLB inhibitor: 7; SR-BI HDL uptake: 75*

How did COc1ccccc1-n1c(O)c(C=NCc2ccc3c(c2)OCO3)c(=O)[nH]c1=O do in these assays?
Arr AP2 block: -2; SR-BI DiI-HDL act: 13; LANA DNA inh: 0.0; PKA-R2B activ: -8; Keap1-Nrf2 PPI: -3; PvdQ inh: -6; Cardiac RTF inh: -3; NSD2 inh: 0; DAGLB inhibitor: 0; SR-BI HDL uptake: -13

Results for COc1cc([C@H]2OC[C@H]3[C@@H]2CO[C@@H]3c2cc(OC)c(O[C@@H]3O[C@H](CO)[C@@H](O)[C@H](O)[C@H]3O)c(OC)c2)cc(OC)c1O[C@H]1O[C@@H](CO)[C@H](O)[C@@H](O)[C@@H]1O ?
Arr AP2 block: -4; SR-BI DiI-HDL act: 12; LANA DNA inh: -0.5; PKA-R2B activ: -13; Keap1-Nrf2 PPI: 2; PvdQ inh: -11; Cardiac RTF inh: 1; DAGLB inhibitor: 1; SR-BI HDL uptake: -12

What do the screens show for `O=C1CC(N2CC=C(c3ccccc3)CC2)C(=O)N1c1ccc(F)cc1` (stereo unspecified)?
Arr AP2 block: -2; SR-BI DiI-HDL act: -2; LANA DNA inh: 0.9; PKA-R2B activ: -4; Keap1-Nrf2 PPI: -1; PvdQ inh: 7; Cardiac RTF inh: -12; DAGLB inhibitor: 6; SR-BI HDL uptake: 2

How did O=C(N/N=C/c1c(O)n(-c2ccccc2)c(=S)[nH]c1=O)c1ccccc1 do in these assays?
Arr AP2 block: 6; SR-BI DiI-HDL act: -61; LANA DNA inh: -0.3; Keap1-Nrf2 PPI: -3; PvdQ inh: -8; NSD2 inh: 1; SR-BI HDL uptake: 61

Results for CC(C)CNC(=O)c1c(N)n(Cc2ccc3c(c2)OCO3)c2nc3ccccc3nc12 ?
Arr AP2 block: 9; SR-BI DiI-HDL act: -24; LANA DNA inh: 3.6; PKA-R2B activ: -8; Keap1-Nrf2 PPI: -3; PvdQ inh: -14; Cardiac RTF inh: -10; NSD2 inh: 19; DAGLB inhibitor: 3; SR-BI HDL uptake: 24

How did O=c1c2ccccc2nc(/C=C\c2ccccc2[N+](=O)[O-])n1-c1ccccc1O do in these assays?
Arr AP2 block: -190; SR-BI DiI-HDL act: -30; LANA DNA inh: 39; PKA-R2B activ: -2; Keap1-Nrf2 PPI: -2; PvdQ inh: -14; Cardiac RTF inh: -5; DAGLB inhibitor: 2; SR-BI HDL uptake: 30

What do the screens show for `Cc1ccccc1N1CCN(C2CCCN(C(=O)COc3ccccc3)C2)CC1` (stereo unspecified)?
Arr AP2 block: -2; SR-BI DiI-HDL act: -47; LANA DNA inh: -2.7; PKA-R2B activ: -4; Keap1-Nrf2 PPI: -4; PvdQ inh: -16; Cardiac RTF inh: -3; NSD2 inh: 4; DAGLB inhibitor: 0; SR-BI HDL uptake: 47

Results for CC(c1ccccc1)n1cncc1C(=O)N1CCCC1=O (stereo unspecified) ?
Arr AP2 block: 6; SR-BI DiI-HDL act: -3; LANA DNA inh: 1.6; PKA-R2B activ: 0; Keap1-Nrf2 PPI: 4; PvdQ inh: 3; Cardiac RTF inh: -2; DAGLB inhibitor: 0; SR-BI HDL uptake: 3

Results for C=CC[N+]1(C)CC[C@]23c4c5ccc(O)c4O[C@H]2C(=O)CC[C@@]3(O)[C@H]1C5 (stereo partly specified) ?
Arr AP2 block: -7; SR-BI DiI-HDL act: 2; LANA DNA inh: -1.9; PKA-R2B activ: 2; Keap1-Nrf2 PPI: 2; PvdQ inh: -5; Cardiac RTF inh: 3; DAGLB inhibitor: 4; SR-BI HDL uptake: -2

High-throughput results from PubChem.

These rows are one share of the data; the hit share may differ from the screen's.
